From PubChem BioAssay
TRPC6 act: activates the mouse TRPC6 cation channel; Q61143; HEK293-TRPC6 membrane potential dye fluorescence; hits give high values; B-score at 10 µM; hit rate 0.13% among 310,000; AID 2550;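 active = B-score of the integrated fluorescence ratio above library mean plus 3 SD, and starting fluorescence ratio within library mean plus 5 SD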;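 also: higher score means more depolarization so channel activation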
Target sequence (Q61143 whole entry, looked up): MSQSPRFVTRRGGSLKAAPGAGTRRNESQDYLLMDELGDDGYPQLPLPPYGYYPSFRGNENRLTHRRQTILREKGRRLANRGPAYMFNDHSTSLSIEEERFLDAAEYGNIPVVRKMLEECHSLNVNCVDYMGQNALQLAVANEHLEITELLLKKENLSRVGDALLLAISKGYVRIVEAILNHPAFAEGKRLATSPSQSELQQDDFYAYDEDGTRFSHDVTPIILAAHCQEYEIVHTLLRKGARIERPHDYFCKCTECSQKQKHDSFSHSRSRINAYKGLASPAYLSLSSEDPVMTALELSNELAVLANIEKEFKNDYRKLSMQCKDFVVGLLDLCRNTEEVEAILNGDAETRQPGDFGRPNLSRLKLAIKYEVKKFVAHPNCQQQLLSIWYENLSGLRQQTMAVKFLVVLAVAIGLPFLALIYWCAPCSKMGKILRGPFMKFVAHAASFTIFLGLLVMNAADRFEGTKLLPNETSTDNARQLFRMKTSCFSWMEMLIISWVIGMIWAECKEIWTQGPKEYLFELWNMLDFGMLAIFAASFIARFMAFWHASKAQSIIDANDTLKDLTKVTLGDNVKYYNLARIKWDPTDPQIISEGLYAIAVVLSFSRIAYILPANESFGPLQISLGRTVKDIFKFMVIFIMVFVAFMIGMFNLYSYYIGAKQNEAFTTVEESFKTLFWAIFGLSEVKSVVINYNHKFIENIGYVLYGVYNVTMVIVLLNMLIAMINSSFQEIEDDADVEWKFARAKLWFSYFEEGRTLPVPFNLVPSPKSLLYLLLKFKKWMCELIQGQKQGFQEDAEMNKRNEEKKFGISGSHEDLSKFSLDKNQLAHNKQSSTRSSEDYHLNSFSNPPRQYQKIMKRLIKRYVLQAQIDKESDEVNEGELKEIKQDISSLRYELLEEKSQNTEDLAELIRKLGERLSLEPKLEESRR
AI-2 QS modul: modulates the Vibrio harveyi AI-2 quorum sensing system. Vibrio harveyi JMH597 AI-2 luminescence/OD600 ratio, 9 h; hits give low values; strain lacks LuxN and CqsS sensors; 0 = neutral-control median. activity change, % at 7.5 µM. hit rate 0.4% among 300,000; in the data active = activity change below about -75%, passing the limit was not always enough;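 also: luminescence divided by OD600 gain over 9 h not by final OD600 alone; inactives centre near 13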
MrgX1 antag: antagonists of human MrgX1 receptor; Q96LB2; MRGX1-HEK293 calcium flux, Fluo-4, BAM8-22 antagonism; hits give low values; B-score at 10 µM; hit rate 1.3% among 310,000; AID 588676;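 active = calcium-response B-score plate-corrected more than 3 library SD below zero, starting fluorescence within 5 deviations, no agonist response on first addition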;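 also: peak minus trough fluorescence over baseline after final BAM8-22 challenge near maximal dose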
PolyA inh: yeast polyadenylation inhibition | S. cerevisiae SKY197-pL101 polyadenylation reporter, beta-gal luminescence; efflux-impaired pdr1/pdr3 knockout yeast; score 100 = 6 SD above DMSO | calls only at 12 µM | hit rate 0.02% among 300,000 | AID 1875;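 active = lowest replicate activity score at least 50, where 100 means six control SD above control mean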;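 also: yeast exposed to compound for 9 h at 30 °C; higher score means more reporter readthrough which indicates perturbed polyadenylation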
HIF activator: HIF pathway transcriptional activation | U2OS HRE-luciferase reporter, luminescence; normalized: DMSO 0%, desferrioxamine 100% | activation, % at 7.5 µM (by protocol) | hit rate 0.32% among 300,000 | AID 1910;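 active = mean activation of at least 10% of the iron chelator positive control signal, with at least half of replicates also reaching 10%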
TRPC4 PAM: allosterically enhances the mouse TRPC4 cation channel; HEK293 TRPC4beta/mu-opioid, DAMGO EC20, Fluo-4 Ca2+ flux; hits give high values; hit rate 0.42% among 310,000; B-score at 10 µM; Q9QUQ5;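 active = B-score of calcium response area above 5 SD of library B-scores, with initial fluorescence ratio within 5 SD of library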;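 also: B-score of integrated fluorescence ratio over time as area under calcium response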
MrgX1 allo act: allosterically activates human MrgX1 receptor signaling. Q96LB2. hit rate 0.63% among 310,000. MrgX1-HEK293, Fluo-4 calcium flux, FDSS; hits give high values. B-score at 10 µM;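 active = plate-corrected calcium response at least 3 library SD above typical, normal starting fluorescence, not activating the receptor alone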;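 also: compound read alongside a low EC10 to EC30 dose of BAM8-22 agonist; peak minus trough fluorescence over baseline measured at the second addition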
TRPC6 inh: inhibitors of mouse TRPC6 channel; B-score at 10 µM; AID 2553; hit rate 1.1% among 310,000; HEK293-TRPC6, membrane potential dye, ACh-evoked depolarization; hits give low values; Q61143;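 active = B-score under library mean minus 3 SD, initial fluorescence not abnormally high, positive integrated signal ratio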;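 also: B-score derived from integrated fluorescence ratio over the kinetic read; more negative B-score means stronger inhibition of depolarization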
MrgX1 agonist: agonists of human MrgX1 receptor. Q96LB2. MrgX1-HEK293 cells, Fluo-4 calcium fluorescence, agonist mode; hits give high values. B-score at 10 µM. hit rate 0.44% among 310,000;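 active = calcium response B-score plate-corrected fluorescence ratio at least 3 library SD, with starting fluorescence B-score inside 5 SD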
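Assay system: MrgX1-expressing HEK293 cells / Amount: fifteen thousand cells per well / Doses: test compound in the initial addition of three / Timing: cells plated overnight, dye loaded 0.5 h 37 °C, 0.5 h room temperature / Technique: kinetic calcium dye fluorescence, Fluo-4 NW / Control set: positive and negative controls per plate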
TRPC4 block: blocks the mouse TRPC4 cation channel; B-score at 10 µM; hit rate 0.39% among 300,000; HEK293 TRPC4beta/mu-opioid, DAMGO-evoked Fluo4 calcium flux; hits give low values;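 active = B-score over 3 SD under the library average, no early fluorescence shift, positive overall ratio signal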
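Material: HEK293 cells with stable TRPC4beta plus mu-opioid receptor expression / Probe or stimulus: DAMGO in two steps, submaximal then maximal / Compound: single concentration per test compound / Technique: kinetic Fluo4 fluorescence imaging of calcium influx / Read-out: per-well B score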
TRPC4 act: TRPC4 (mouse) channel activation. HEK293 TRPC4beta/mu-opioid, Fluo4 calcium fluorescence; hits give high values. Q9QUQ5. AID 2237. B-score at 10 µM. hit rate 0.49% among 310,000;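 active = B-score above 5 SD of library B-scores, and initial fluorescence ratio not above library mean plus 5 SD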;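 also: positive B-score marks a calcium rise read as TRPC4 activation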
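Test system: HEK293 cells stably co-expressing mouse TRPC4beta and mu-opioid receptor | Schedule: Fluo4 dye loading 45 min at room temperature, 110 s recording | Measured by: Kinetic Fluo4 calcium fluorescence, 5 s baseline at 1 Hz | Evaluation: B score of integrated ratio | Controls: Buffer (low) and maximal DAMGO (high)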
The depositor's hits bear a star; i = inactive; · = not tested or not shown. Some of the compounds tested; count on the stated rates, not on these rows.

Below each compound – TRPC6 act	AI-2 QS modul	MrgX1 antag	PolyA inh	HIF activator	TRPC4 PAM	MrgX1 allo act	TRPC6 inh	MrgX1 agonist	TRPC4 block	TRPC4 act
c1ccc(C2CSc3ccccc3N2)cc1 (stereo not drawn)
    i	-2	i	i	-7.0	i	i	i	i	i	i
COc1ccc([N+](=O)[O-])cc1NC(=O)COC(=O)/C=C/c1ccco1
    i	28	-24*	i	-0.5	i	i	i	i	i	i
CC(=O)c1c(C(C)=O)c(C)n(-c2nc(-c3ccc(Br)cc3)c(C)s2)c1C
    i	15	i	i	-0.4	i	i	i	i	i	i
COc1ccc(-c2nn(-c3ccccc3)cc2/C=N/N2C(=O)CSC2=S)cc1
    i	-3	i	i	3.2	i	i	i	i	i	i
CCOc1ccc2c(=O)c(-c3ccc4c(c3)OCCCO4)c(C)oc2c1
    i	7	i	i	-0.1	i	i	i	i	i	i
CC1Cc2ccccc2N1C(=O)Cn1nc(C(=O)O)c2ccccc2c1=O (stereo not drawn)
    i	0	i	i	0.3	i	i	i	i	i	i
CCCC(=O)Nc1nc2ccc(C(=O)OCC)cc2s1
    i	18	i	i	2.2	i	i	i	i	i	i
CC(NS(=O)(=O)c1ccc(Br)cc1)C(=O)NCc1ccco1 (stereo not drawn)
    i	1	i	i	0.0	i	i	i	i	i	i
Cc1ccc2[nH]cc(C(=O)CN3CCN(c4ccccn4)CC3)c2c1
    i	18	i	i	-0.4	i	i	i	i	i	i
COC(=O)c1cn(N(C)c2ncc(C(F)(F)F)cc2Cl)c(=O)c2ccccc12
    i	-11	i	i	-0.4	i	i	i	i	i	i
COc1ccc(-c2csc3ncnc(N4CCN(c5cccc(C)c5C)CC4)c23)cc1
    i	-6	i	i	-0.1	i	i	i	i	i	i
C=CCn1c(CCc2ccccc2)nnc1SCC(=O)OC
    i	3	i	i	0.1	i	i	i	i	i	i
Cc1nc2ccccc2c(=O)n1-c1cccc(NC(=O)c2cccs2)c1
    i	11	i	i	-0.2	i	i	i	i	i	i
COc1ccc(CNC(=O)c2ccccc2NC(=O)C2=CSCCO2)c(OC)c1
    i	4	i	i	-0.2	i	i	i	i	i	i
COc1cccc(/C=C(\C#N)C(=O)NC2CCS(=O)(=O)C2)c1 (stereo not drawn)
    i	8	i	i	-0.6	i	i	i	i	i	i
CC(OC(=O)CCCN=C1NS(=O)(=O)c2ccccc21)C(=O)Nc1ccc(F)c(F)c1F (stereo not drawn)
    i	9	i	i	-0.6	i	i	i	i	i	i
COc1ccc(OCc2cccc(C(=O)Nn3cc([N+](=O)[O-])cn3)c2)cc1
    i	-2	i	i	-2.2	i	i	i	i	i	i
COc1cccc(N=Cc2c(O)c3ccccc3oc2=O)c1
    i	29	i	i	-32	i	i	i	i	i	i
CN(NS(C)(=O)=O)c1ncc(C(F)(F)F)cc1Cl
    i	28	i	i	0.0	i	i	i	i	i	i
O=C(NC(Cc1ccccc1)C(=O)N1CCCC1C(=O)O)c1ccccc1 (stereo not drawn)
    i	24	i	i	-0.4	i	i	i	i	i	i
O=c1c2ccccc2[nH]c(=S)n1CCN1CCCCC1
    i	20	i	i	0.2	i	i	i	i	i	i
COc1cnc(SCc2ccc(Cl)cc2)nc1Cl
    i	-9	i	i	-0.3	i	i	i	i	i	i
Cc1ccc(C(c2nnnn2CS(=O)(=O)c2ccc(C)cc2)N2CCC(C)CC2)cc1 (stereo not drawn)
    i	28	i	i	0.2	i	i	i	i	i	i
C[N+](C)(C)C[C@H](O)CC(=O)[O-]
    i	15	i	i	0.1	i	i	i	i	i	i
CCOC(=O)N1CCC(NC(=O)C(CC(C)C)NC(=O)C2CCC(C)CC2)CC1 (stereo not drawn)
    i	6	i	i	-0.2	i	i	i	i	i	i
Cc1ccc(CNC(=O)CCCc2cn(C)c3ccccc23)cc1
    i	27	i	i	-0.3	i	i	i	i	i	i
Cc1ccccc1OC(C)C(=O)Nc1ccc2c(c1)OCO2 (stereo not drawn)
    i	-9	i	i	0.7	i	i	i	i	i	i
COc1cccc(/C=C/C(=O)Nc2ccc(C(=O)Nc3cccc(S(N)(=O)=O)c3)cc2)c1OC
    i	15	i	i	-0.2	i	i	i	i	i	i
CCCNC(=S)NNC(=O)c1cc(-c2cccnc2)nc2ccccc12
    i	15	i	i	-0.2	i	i	i	i	i	i
Nc1[nH]nc2nc3ccccc3cc12
    i	19	i	i	0.0	i	i	i	i	i	i
CCOC(=O)c1cc2cc3ccccc3cc2[nH]1
    i	17	i	·	3.6	i	i	i	i	i	i
CC(/C=C/c1ccco1)=N/NC(=O)C1COc2ccccc2O1 (stereo not drawn)
    i	21	i	i	0.7	i	i	i	i	i	i
Cc1ccccc1C(=O)NCc1nnc(SCC(=O)N2c3ccccc3Sc3ccccc32)n1C
    i	9	i	i	-1.1	i	i	i	i	i	i
O=C(Nc1ccccc1)/C(=C\c1ccccc1)NC(=O)c1ccco1
    i	11	i	i	1.3	i	i	i	i	i	i
Cc1cc(C)nc(NS(=O)(=O)c2ccc(NC(=O)c3cc(=O)c4ccccc4o3)cc2)n1
    i	1	i	i	0.1	i	i	i	i	i	i
Cc1cccc(NC(=O)CSc2nnc(CNC(=O)c3ccco3)n2C)c1C
    i	22	i	i	-1.4	i	i	i	i	i	i
FC(F)(F)c1nnc(N2CCN(c3ccc(Cl)cc3)CC2)s1
    i	19	i	i	0.1	i	i	i	i	i	i
O=C(O)COc1ccc(/C=N/NC(=O)/C(=C/C=C/c2ccccc2)NC(=O)c2ccccc2)cc1
    i	19	i	·	-0.5	i	i	i	i	i	i
Cc1n[nH]c(=O)c2c(NC(=O)COC(=O)c3ncc(Cl)c(Cl)c3Cl)oc(C)c12
    i	·	i	i	0.4	i	i	i	i	i	i
Cc1cccc(-c2cccc(NC(=O)C3CCCN(Cc4cccnc4)C3)c2)c1 (stereo not drawn)
    i	13	i	i	-0.7	i	i	i	i	i	i
O=C(Cc1ccccc1)Nc1ccc(C(=O)NCC2COc3ccccc3O2)cc1 (stereo not drawn)
    i	29	i	i	-0.2	i	i	i	i	i	i
C=CCn1c(SCC(=O)NCCOC)nnc1-c1cc2c(s1)CCC(CC)C2 (stereo not drawn)
    i	14	i	i	0.3	i	i	i	i	i	i
CN(C(=O)C(=O)c1cn(CC(=O)N2CCCC2)c2ccccc12)C1CCCCC1
    i	1	i	i	-0.5	i	i	i	i	i	i
CCOC(=O)c1c(C)n(C)c2ccc(OCC(O)CN3CCN(C)CC3)cc12 (stereo not drawn)
    i	12	i	i	·	i	i	i	i	i	i
CCN(c1ccc(C)c(C)c1)S(=O)(=O)c1c(C)[nH]c(=O)[nH]c1=O
    i	17	i	i	0.0	i	i	i	i	i	i
COc1ccc(-n2nnc3c(SCC(=O)OCc4ccccc4)ncnc32)cc1
    i	6	i	i	-0.3	i	i	i	i	i	i
CNC(=O)CCn1nc(-c2ccc(C)cc2)c2ccccc2c1=O
    i	5	i	i	0.8	i	i	i	i	i	i
O=C(COC(=O)c1ccc(Cl)nc1)NC(=O)c1ccccc1
    i	6	i	i	-0.6	i	i	i	i	i	i
CSc1ccccc1OCc1cc(C(=O)NC(C)Cc2cccc(C)n2)no1 (stereo not drawn)
    i	-8	i	i	1.7	i	i	i	i	i	i
CC1CCc2sc(C(=O)NNC(=S)NCC3CCCO3)cc2C1 (stereo not drawn)
    i	26	i	i	0.2	i	i	i	i	i	i
Cc1ccc(Cl)cc1N(CC(=O)N1CCCCCC1)S(C)(=O)=O
    i	19	i	i	-0.6	i	i	i	i	i	i
COc1ccc(CNC(=O)C(NC(C)=O)C(=O)Nc2ccc(C(C)C)cc2)cc1 (stereo not drawn)
    i	0	i	i	-0.3	i	i	i	i	i	i
C/C(=N/NC(=O)Cc1c(C)[nH][nH]c1=O)c1ccc(O)cc1
    i	13	i	i	0.5	i	i	i	i	i	i
O=C1C(=O)N(CCCN2CCOCC2)C(c2ccc([N+](=O)[O-])cc2)/C1=C(/O)c1ccc2c(c1)OCO2 (stereo not drawn)
    i	22	i	i	-0.5	i	i	i	i	i	i
O=C(c1ccccc1)N1CCN(C(=O)N2CCOCC2)CC1
    i	13	i	i	-0.5	i	i	i	i	i	i
COC(=O)c1ccc(C2C(C#N)=C(C)NC3=C2C(=O)CC(C)(C)C3)cc1 (stereo not drawn)
    i	4	i	i	-0.5	i	i	i	i	i	i
CCOC(=O)c1ccccc1NC(=O)CSC(C)C(=O)Nc1cc(C)on1 (stereo not drawn)
    i	5	i	i	-2.0	i	i	i	i	i	i
Cc1c(CC(=O)NCC(=O)O)c(=O)oc2cc3oc4c(c3cc12)CCCC4
    i	-6	i	i	0.0	i	i	i	i	i	i
O=C(Cc1ccc(Br)cc1)NCCc1ccccc1
    i	-10	i	i	0.0	i	i	i	i	i	i
COCC1CCN(C(=O)c2ccc(OC3CCN(Cc4ccccn4)CC3)cc2)C1 (stereo not drawn)
    i	12	i	i	-0.6	i	i	i	i	i	i

Next part
Below each compound – TRPC6 act	AI-2 QS modul	MrgX1 antag	PolyA inh	HIF activator	TRPC4 PAM	MrgX1 allo act	TRPC6 inh	MrgX1 agonist	TRPC4 block	TRPC4 act
COc1ccccc1OCCOCCn1cnc2ccccc2c1=O
    i	13	i	i	·	i	i	i	i	i	i
COc1ccccc1C(=O)NC(CCSC)C(=O)NCc1ccccn1 (stereo not drawn)
    i	3	i	i	0.6	i	i	i	i	i	i
O=C(CC1C(=O)NCCN1CC1CCCCC1)NCCCN1CCOCC1 (stereo not drawn)
    i	18	i	i	0.0	i	i	i	i	i	i
CC(C)(C)c1[nH]nc2c1C(c1cccnc1)C(C#N)=C(N)O2 (stereo not drawn)
    i	10	i	i	-0.3	i	i	i	i	i	i
